CHRM1 agonist: human M1 muscarinic receptor agonists, primary screen, Fluo-8 calcium fluorescence, CHO-K1 cells, HTS. 0.33% of 360,000 active. Muscarinic acetylcholine receptor M1 (Homo sapiens), P11229. CHO-K1 hM1, agonist mode; 0% DMSO, 100% acetylcholine EC100. AID 588814, 2011. activation, % at 3 µM;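 active = activation above the run's mean compound activation plus 3 SD, cut at about 16% in these data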;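 note: peak over basal fluorescence ratio within a 140 s kinetic read after compound addition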
CHO parental Ca: ATP-evoked calcium signal inhibitors, parental CHO, primary screen, counter-screen for OX1R antagonist project, cell-based, fluorescence, Fluo-8 calcium dye. 0.63% of 330,000 active. parental CHO-K1, ATP-induced calcium, Fluo-8 fluorescence. AID 463079, 2010. inhibition, % at 5.6 µM;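 active = inhibition above that plate's mean sample inhibition plus 3 SD, cut at about 26% in these data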;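 note: 0% = ATP-challenged DMSO wells and 100% = DMSO wells without ATP; some compounds past the cut are filed as inactive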
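Assay system: parental CHO cells; Read-out basis: percent inhibition of ATP-evoked calcium rise, normalized to controls; Benchmarks: ATP and no-ATP DMSO wells; Compound dosing: single nominal dose of 5.6 µM per compound; Signal: Fluo-8 calcium dye fluorescence; Also added: ATP as calcium-mobilizing challenge; Repeats: singlicate.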
OXTR potentiate: human OXTR potentiators, primary screen, fluorescence, CHO-OTR cells, Fluo-8 calcium. Oxytocin receptor (Homo sapiens), P30559. Fluo-8 calcium fluorescence, potentiator mode; 0% = oxytocin EC15, 100% = EC100. activation, % at 3 µM. 0.061% of 320,000 active;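 active = activation above that plate's cutoff, the mean activation of tested compounds plus 3 SD, cut at about 6.6% in these data, passing the limit was not always enough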;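 note: 100% uses oxytocin at 75 nM as the full agonist control; some results filed as inactive read as strong as hits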
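Assay system: CHO cell line stably expressing human OTR. Reagent: EC15 oxytocin agonist. Dosing: single dose, 3.0 µM nominal final compound concentration. Timing: compound 6 min at room temperature before oxytocin, 100 s read. Signal: kinetic Fluo-8 calcium fluorescence. Controls: oxytocin EC15 low and EC100 high.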
CHO-K1 Ca ag: counter-screen for M1 agonists: effect in parental CHO-K1 cells; Fluo-8 calcium fluorescence; scaled to maximal ATP response, vehicle zero; activation, % at 3 µM; 0.48% of 360,000 active; AID 602248, 2012; in the data active = activation above about 15%;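 note: untransfected CHO-K1 host cells lacking M1 receptor as counterscreen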
TAAR1 agonist: human TAAR1 agonists, primary screen, Fluo-8 calcium fluorescence, CHO RD-HGA16 cells. Trace amine-associated receptor 1 (Homo sapiens), Q96RJ0. vehicle wells 0%, saturating PEA agonist 100%. activation, % at 3 µM. 0.99% of 360,000 active. AID 624467, 2012;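 active = activation above the mean activation of all test compounds in the run plus 3 SD, cut at about 38% in these data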
Target sequence (Q96RJ0 whole entry, looked up): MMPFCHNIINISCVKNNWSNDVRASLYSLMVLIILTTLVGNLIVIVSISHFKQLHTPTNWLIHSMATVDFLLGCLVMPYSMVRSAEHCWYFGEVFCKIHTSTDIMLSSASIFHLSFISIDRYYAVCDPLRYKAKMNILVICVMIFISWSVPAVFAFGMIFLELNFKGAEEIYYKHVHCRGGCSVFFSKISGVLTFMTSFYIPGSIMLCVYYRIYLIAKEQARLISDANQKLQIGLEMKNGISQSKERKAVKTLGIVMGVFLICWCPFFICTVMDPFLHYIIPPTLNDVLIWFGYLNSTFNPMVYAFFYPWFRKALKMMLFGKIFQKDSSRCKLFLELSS
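Repeats: no replicates (n 1) | Material: CHO-derived RD-HGA16 cells with stable Gα16 and human TAAR1 | Technique: Kinetic Fluo-8 calcium fluorescence | Schedule: 17-24 h seeding, 75 min 37 °C dye, 30 min RT | Evaluation: % activation from peak over basal fluorescence ratio, DMSO-to-PEA scaled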
CHO-K1 Ca antag: M1 antagonist counterscreen hit in parental CHO-K1 cells; ATP-induced calcium, Fluo-8 fluorescence; inhibition, % at 3 µM; 0.6% of 360,000 active;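 active = inhibition above a per-plate cutoff, the plate's mean sample inhibition plus 3 SD, cut at about 24% in these data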;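 note: 0% = DMSO plus EC80 ATP and 100% = DMSO alone without ATP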
M1 PAM parental: nonselective calcium activators in parental CHO-K1 cells, primary screen, counter-screen for M1 PAM project, cell-based, Fluo-8 calcium fluorescence, full deck, 1536-well; ATP EC20; 0% at ATP EC20, 100% at ATP max; activation, % at 3 µM; 0.02% of 360,000 active;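 active = activation above the run cutoff, the mean activation of all test compounds plus 3 SD, cut at about 40% in these data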;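 note: peak over basal fluorescence ratio in a 140 s read after ATP addition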
TAAR1 antagonist: human TAAR1 antagonists, primary screen, Fluo-8 calcium fluorescence, CHO RD-HGA16 cells; antagonist; inhibition, % at 3 µM; 1.5% of 360,000 active;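 active = inhibition above a per-plate cutoff, the mean inhibition of test compounds on that plate plus 3 SD, cut at about 49% in these data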;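 note: 0% = DMSO plus EC80 beta-PEA response and 100% = DMSO alone without agonist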
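System: RD-HGA16 CHO cells with stable hTAAR1 and Gα16 | Probe or stimulus: EC80 β-phenethylamine stimulus | Dosing: 3 µM, single point | Times: Dye loading 75 min at 37 °C, then 30 min room temperature | Measured by: Fluo-8 calcium-sensitive fluorescence | Read-out basis: % inhibition of agonist calcium response | Replicates: n of 1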
V1aR counter: agonists of human V1a receptor, primary screen, counter-screen for OXTR agonist project, fluorescence, CHO-V1R cells; Vasopressin V1a receptor (Homo sapiens), P37288; Fluo-8 calcium fluorescence, agonist mode; 0% DMSO, 100% 3 nM vasopressin; activation, % at 3 µM; 0.25% of 320,000 active; AID 2797, 2010;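 active = activation above the mean activation of all tested compounds plus 3 SD, per screening run, cut at about 20% in these data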;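 note: signal is peak over basal fluorescence ratio across a 100 second FLIPR read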
Target sequence (P37288 whole entry, looked up): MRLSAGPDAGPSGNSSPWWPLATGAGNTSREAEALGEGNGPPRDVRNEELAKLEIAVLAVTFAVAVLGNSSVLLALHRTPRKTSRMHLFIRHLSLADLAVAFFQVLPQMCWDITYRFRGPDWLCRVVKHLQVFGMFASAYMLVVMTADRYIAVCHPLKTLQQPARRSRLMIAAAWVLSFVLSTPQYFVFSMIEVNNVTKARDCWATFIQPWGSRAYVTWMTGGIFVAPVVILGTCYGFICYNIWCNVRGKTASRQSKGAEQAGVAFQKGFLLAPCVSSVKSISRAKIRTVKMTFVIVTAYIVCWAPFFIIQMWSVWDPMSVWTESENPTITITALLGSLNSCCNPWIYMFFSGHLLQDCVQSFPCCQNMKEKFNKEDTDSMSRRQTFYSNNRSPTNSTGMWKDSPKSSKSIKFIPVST
* marks the source's active call; other numbers are inactive results; · = no result given; + = active, no number.

SMILES	CHRM1 agonist	CHO parental Ca	OXTR potentiate	CHO-K1 Ca ag	TAAR1 agonist	CHO-K1 Ca antag	M1 PAM parental	TAAR1 antagonist	V1aR counter
CNc1nc(-c2ccccc2)c2sccc2n1	-6	·	·	0.1	-1	-6	13	-22	·
Cc1sc2ncnc(N[C@@H](Cc3ccccc3)C(=O)O)c2c1C	-2	3	-12	0.5	2	-11	7	-5	0.7
Cc1ccc(C)c(N2CCN(c3nc4ccccc4c(=O)n3Cc3ccccc3)CC2)c1	0	-23	-5	-0.3	0	20	4	-24	0.3
Cc1cccnc1NC(=O)Cn1nc(C)c([N+](=O)[O-])c1C	0	3	-2	0.4	8	-2	18	-5	-0.4
COc1ccc(CCN2C(=O)CCC2(C)C(=O)NCc2cccnc2)cc1OC (configuration not stated)	-4	-7	-3	-0.4	4	-36	22	-2	1.7
CCOC(=O)CCN(Cc1cccs1)S(=O)(=O)c1ccc(F)cc1	-4	-17	-7	0.2	9	-2	18	12	8.6
CCCNC(=S)Nc1ccc(F)cc1F	-2	-4	0	0.2	3	-6	17	-26	1.2
O=C(O)/C=C/C(=O)NC1CCCCCCCCCCC1	-2	-2	-8	1.8	5	-9	10	-4	8.7
O=C(NCCn1cccn1)C1CCC(=O)N(CCc2ccccc2)C1 (configuration not stated)	-1	-4	0	0.1	0	-9	12	-6	0.0
CC(C)C(=O)NNC(=O)c1c(O)c2ccccc2[nH]c1=O	-2	-12	1	0.1	2	-12	7	-11	0.1
O=C(OCc1ccccc1F)c1cc2ccccc2cc1O	-3	7	4	1.0	1	-4	18	9	1.0
O=C(CSc1nc2c(c(=O)n1-c1ccc(F)cc1)SCC2)N1CCCC1	-3	-4	-8	-0.6	·	-10	13	·	-1.0
CCCC(c1nnnn1C(C)(C)C)N1CCN(Cc2ccccc2)CC1 (configuration not stated)	-8	6	-13	0.2	0	-4	21	13	-0.4
COc1cc(OC)cc(C(=O)NCC(=O)OCc2nc3ccccc3s2)c1	1	-20	-5	0.8	6	-3	-12	-15	-0.8
c1ccc(-c2nn3c(Cn4nnc5ccccc54)nnc3s2)nc1	-6	-9	0	1.2	3	-3	4	8	0.5
O=C(CCC1CCCN(C(=O)c2ccc3c(c2)OCO3)C1)N1CCN(c2ccccn2)CC1 (configuration not stated)	-5	-17	-1	0.7	2	-2	4	6	0.0
CC[C@]12C(=O)N(C)C[C@H]([C@@H]3C(=O)N(C)C(=O)[C@@H]31)N2C(=O)c1ccccc1	3	·	·	-0.4	16	11	-22	24	·
CS(=O)(=O)Nc1ccc2c3c(cccc13)CC2	-3	3	-2	0.2	1	3	20	-8	-0.3
CC(C)(C)OC(=O)C[C@H]1C/C=C\C[C@@H](CC(=O)N[C@@H](CO)Cc2ccccc2)C(=O)NC[C@@H](c2ccccc2)OC1=O	-4	-9	-1	0.6	7	-14	9	40	0.9
CS(=O)(=O)c1ccc(Cl)c(NC(=O)COC(=O)c2c(Cl)cccc2Cl)c1	-3	-12	-10	5.5	5	1	2	-1	1.1
CC(C)CC(=O)/C=C/n1c(=S)oc2ccccc21	-5	-7	0	0.1	-1	-9	3	-9	-0.3
CCNC(=O)NC(=O)C(C)OC(=O)c1cccn1C (configuration not stated)	-3	-10	-18	0.5	-1	-19	16	19	-0.3
CCOC(=O)C1CCN(C2=C(NS(=O)(=O)c3ccc(Cl)cc3)C(=O)c3ccccc3C2=O)CC1	30*	-21	1	0.6	-2	-4	11	31	-1.9
O=C(/C=C/c1ccco1)Oc1cccc2cccnc12	-4	7	-1	-0.1	4	-6	6	-36	-0.2
CC(=O)c1cccc(NC(=O)CN2C(=O)c3cccnc3Oc3ccc(Cl)cc32)c1	-4	-14	3	1.0	5	-10	11	12	0.1

Following part.
SMILES	CHRM1 agonist	CHO parental Ca	OXTR potentiate	CHO-K1 Ca ag	TAAR1 agonist	CHO-K1 Ca antag	M1 PAM parental	TAAR1 antagonist	V1aR counter
CCN(CC(=O)NCc1cccs1)C(=O)Cc1ccc(C)c(C)c1	-3	-16	-5	0.2	2	4	-24	-8	-1.2
C=CCn1c(SCc2nc3cc(C(=O)OC)ccc3c(=O)[nH]2)nc2sc(CC)cc2c1=O	-3	-18	-2	-0.2	-1	3	5	-6	1.0
Cc1ccc(C(=O)N/C(=C\c2ccco2)C(=O)NCCN2CCCCC2)cc1C	-6	-13	-1	0.2	2	-2	-9	-5	1.4
NC(=O)CN1C(=O)NC2(CCCc3ccccc32)C1=O (configuration not stated)	-3	2	-1	0.3	2	-10	-2	-24	-0.6
O=C(c1ccccc1NS(=O)(=O)c1cccc2cccnc12)N1CCOCC1	-5	-3	-16	0.1	7	-9	8	-5	1.1
Cc1nc2ccc(NC(=O)c3cccs3)cc2c(=O)n1Cc1ccc(Cl)cc1	-3	-18	-11	5.0	14	3	-13	37	4.0
CN(C)CCn1nnnc1SCC1=C(C(=O)O)N2C(=O)[C@@H](NC(=O)Cc3csc(N)n3)[C@H]2SC1	-3	3	-5	0.7	1	2	18	-8	0.8
Cc1c(-c2ccc(Br)cc2)nc2ccccn12	-12	-22	0	-0.6	0	-5	16	-1	-1.4
COc1ccc(OC)c(C(=O)CSc2nnc(-c3cccs3)o2)c1	-8	0	-13	1.0	12	-17	-2	-17	-0.6
Cc1cc2nnc(SCC(=O)N(C)C3CCS(=O)(=O)C3)n2c2ccccc12 (configuration not stated)	-5	9	-3	0.8	1	-14	8	12	0.4
CCC1(CC)Cc2ccccc2C(Nc2c(C)n(C)n(-c3ccccc3)c2=O)=N1	-5	-8	0	-0.1	12	3	19	-3	-0.4
N#CC(C#N)=C1C=C2C=C(N3CCCCCC3)CCC2CC1 (configuration not stated)	+	·	·	939*	957*	102*	-14	104*	·
COc1cccc(C=NN(C)c2c([N+](=O)[O-])cc(C(F)(F)F)cc2[N+](=O)[O-])c1O	-5	·	·	0.8	-1	-3	16	-13	·
Cc1ccccc1C(=O)OCCN(C)Cc1ccccc1	-10	-9	-5	1.5	-3	-1	1	-6	0.0
O=C(c1ccc(Cl)c(S(=O)(=O)N2CCCCCC2)c1)N1CCCC1	-3	-5	-1	-0.1	5	-6	2	-20	1.6
CN(C)c1ccc(/C=N\NC(=O)c2ccc(Cn3cc(Cl)cn3)cc2)cc1	-4	-4	-7	0.6	-2	-13	22	-8	0.6
COc1ccccc1C(=O)NCCCNC(=O)c1cccnc1	-3	-1	-12	1.5	0	-16	9	-7	0.7
Cc1ccccc1NC(=O)C1C2CC/C=C\CCC21 (configuration not stated)	-8	-12	-1	0.3	2	-5	13	-2	-0.5
CNC(=S)NNc1nncc2ccccc12	-4	2	0	0.9	1	-15	-4	-25	1.0
O=C(Nc1nnc(-c2ccccc2F)s1)C1CCN(S(=O)(=O)c2ccc(Cl)cc2)CC1	-4	-2	-8	0.1	1	-5	2	-7	0.9
O=C1[C@H](Cc2ccccc2)NCCCC[C@@H](c2ccc(Cl)cc2)N1Cc1ccc(Cl)cc1	1	·	·	0.7	41*	-11	24	14	·
CC(=O)Nc1cccc(-c2cccc3nccn23)c1	-2	·	·	-0.1	3	-9	1	-3	·
CCOc1ccc(CC(=O)NNC(=S)NC2CCCCC2)cc1OCC	2	-6	-12	0.1	16	-3	-2	-9	-0.1
CCCCOc1ccc(/C(O)=C2/C(=O)C(=O)N(CCCOC)C2c2ccncc2)cc1C (configuration not stated)	-4	-18	-3	0.2	9	-4	19	-17	0.0
COc1ccc(C(CC(=O)O)N2Cc3ccccc3C2=O)cc1 (configuration not stated)	2	-3	-4	-0.7	5	-4	-6	3	0.7

One compound at a time, from the list above. Values in the order: CHRM1 agonist, CHO parental Ca, OXTR potentiate, CHO-K1 Ca ag, TAAR1 agonist, CHO-K1 Ca antag, M1 PAM parental, TAAR1 antagonist, V1aR counter
COc1ccc(C(CC(=O)O)N2Cc3ccccc3C2=O)cc1 (configuration not stated) reads 2, -3, -4, -0.7, 5, -4, -6, 3, 0.7
CCC1(CC)Cc2ccccc2C(Nc2c(C)n(C)n(-c3ccccc3)c2=O)=N1 reads -5, -8, 0, -0.1, 12, 3, 19, -3, -0.4
CNC(=S)NNc1nncc2ccccc12 reads -4, 2, 0, 0.9, 1, -15, -4, -25, 1.0
Cc1cc2nnc(SCC(=O)N(C)C3CCS(=O)(=O)C3)n2c2ccccc12 (configuration not stated) reads -5, 9, -3, 0.8, 1, -14, 8, 12, 0.4

Next section:
SMILES	CHRM1 agonist	CHO parental Ca	OXTR potentiate	CHO-K1 Ca ag	TAAR1 agonist	CHO-K1 Ca antag	M1 PAM parental	TAAR1 antagonist	V1aR counter
Cc1ccc(C(=O)Nc2cccc(N(C)S(C)(=O)=O)c2)cc1S(=O)(=O)Nc1ccccc1	-4	1	-9	1.0	2	-3	8	-26	2.6
COCCn1nnnc1C(c1cccs1)N1CCN(c2cccc(C(F)(F)F)c2)CC1 (configuration not stated)	-2	-7	3	-0.1	4	8	0	-4	-0.5
COc1ccc(NC(=O)/C=C/c2cccc(Br)c2)cn1	-4	-1	-9	8.0	13	-12	7	6	6.4
COc1cccc(CNC(=O)CSc2nnc3c(n2)[nH]c2ccc(OC)cc23)c1	-2	-2	-8	0.4	4	-15	3	-13	1.0
O=C(c1ccccn1)N1N=C2/C(=C/c3ccccc3)CCCC2C1c1ccccc1 (configuration not stated)	-7	-18	-6	0.8	0	-18	20	-15	-0.8
Nc1ccc(Cc2ccccn2)cc1	-11	-12	-7	0.0	6	-9	17	-10	0.0
COc1cccc(NC(=O)NC(C)C2CC3CCC2C3)c1 (configuration not stated)	-6	-14	-6	0.9	3	-2	12	-15	0.7
CC(C)N(C(=O)Cn1c(=O)oc2ccccc21)c1ccccc1	3	-1	-2	0.5	1	-4	1	1	1.8
COc1ccc(N2CCN(C(=O)C3CCN(C(=O)c4ccccc4Cl)CC3)CC2)cc1	-1	-13	-12	2.0	3	-12	-7	2	1.0
Cc1sc2ncnc(SCc3ccc(C(=O)O)cc3)c2c1C	-1	8	-18	0.1	2	-4	-5	15	-0.3
O=C(NCCc1ccc(F)cc1)C1CCC(=O)N(CC2CCCCC2)C1 (configuration not stated)	-4	·	·	1.1	0	-14	14	2	·
CCN(CC)CCCNC(=O)c1cc2c(Cl)nc3ccccc3c2s1	-9	-18	2	0.2	0	1	11	6	1.7
